Screening results (PubChem)
XIAP displacement: XIAP antagonists, biochemical, IAP family, fluorescence polarization (AID 1018); XIAP BIR domain, fluorescence polarization peptide displacement; higher % means a stronger effect; 200,000 compounds, 0.007% hits; displacement, % at 20 µM, or IC50 in µM where a hit was titrated; in the data active = displacement above about 50%; note: a part of the inactive calls stands beside numbers as strong as those of hits
MT stabilize HCS: microtubule stabilizers in HeLa cells, primary screen, imaging, high-content imaging. HeLa tubulin immunostaining HCS, 24 h; share of cells brighter than vehicle mean+2SD. % tubulin-high responders, % at 10 µM. 200,000 compounds, 0.83% hits. AID 2205, 2009;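 active = plate Z-score above 3 for both tubulin-high and condensed-nucleus cell shares, with cell loss under 80%, at 10 µM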;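 note: anti alpha tubulin signal scored within the nucleus-defined area of each cell; some results filed as inactive read as strong as hits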
Ins promoter up: insulin promoter activators in MIN6 cells, imaging, high-content screening, mouse beta cells | MIN6 insulin promoter-GFP reporter; stronger effect = higher value | z-score at 5 µM | 190,000 compounds, 0.3% hits | AID 1625, 2009;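 active = z-score above 3 at 5 µM with at least 500 cells counted in the well; inconclusive = wells under 500 cells, flagged as cytotoxic or low count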
Autophagy HCS: autophagy modulators in MEF cells, primary screen, imaging, high-content, MEF GFP-LC3. 190,000 compounds, 0.98% hits. AID 463193, 2010. calls only at 10 µM (by protocol). MEF GFP-LC3 puncta imaging; test concentration mostly 10 µM;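 active = percentage of spot-positive cells more than 3 SD above its plate mean, without a fluorescence outlier flag or 80% toxicity; inconclusive = no clear call, values can overlap the other calls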;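 note: spot-positive cell cutoff set from DMSO-treated cells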
Lipid droplet: inhibitors of hepatocyte lipid droplet formation, primary screen, imaging, high-throughput imaging, BODIPY stain | AML12 mouse hepatocytes, oleate lipid droplets | inhibition, % at 6.5 µM | 240,000 compounds, 0.4% hits | AID 1656, 2009;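 active = lipid droplet intensity inhibited by at least 50%, with more than 500 cells counted; inconclusive = wells with under 300 cells, treated as cytotoxic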
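Assay system: AML12 hepatocytes (mouse); Probe or stimulus: oleic acid at 100 µM to induce lipid droplet formation; Dosing: compound at 6.5 µM only; Schedule: compound with oleate, overnight; Detection: fluorescence imaging, 20x objective, two fields per well; Measure: % inhibition of lipid droplet signal.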
Dynein cargo inh: inhibitors of GR-EGFP nuclear translocation, primary screen, dynein cargo transport inhibitor project, imaging, high-content, 3617.4 mouse cells; AID 1381, 2008; 220,000 compounds, 0.47% hits; z-score, hits read low; test concentration mostly 20 µM; stimulated with dexamethasone, 1 µM; stronger effect = lower value;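 active = plate z-score of nuclear minus cytoplasmic receptor signal below a set negative limit, without overly bright fluorescence or cell loss, cut at about -3.5 in these data, passing the limit was not always enough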;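 note: z-score of nuclear minus cytoplasmic ring GR-EGFP intensity difference per well; some compounds called inactive have numbers as strong as hits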
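Buffer or medium: tetracycline-free induction medium containing charcoal-stripped FBS / Reagent: dexamethasone agonist, 1.0 µM final, for 30 min / Technique: automated 10x imaging of fixed Hoechst-stained cells / Times: induction 48 h, compound 1 h, agonist 30 min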
CSM14.1 death rescue: rescue of cells from ER stress-induced death, primary screen, 384-well, CSM14.1, thapsigargin, ATP luminescence (AID 1222) | CSM14.1 thapsigargin-induced death rescue, ATP luminescence; higher % means a stronger effect | cellular ATP content (survival), % at 20 µM; hits with a dose series show EC50 in µM | 190,000 tested, under 10 active;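 active = EC50 below 50 µM in the dose-response confirmation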;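 note: death triggered by thapsigargin at about 15 µM added after 2 h compound pretreatment; cell ATP read after overnight thapsigargin exposure of roughly 18 to 22 hours; normalized against plate controls of thapsigargin alone and 5% DMSO vehicle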
WT yeast gro inh: growth inhibition of WT strain, primary screen, mitochondrial fusion inhibitor project, WT and mutant strains, chemical genetic. inhibition, % at 10 µM. mitochondrial fusion phenotypic screen. 190,000 compounds, 2.1% hits. AID 1362, 2008; in the data active = inhibition above about 58%; tested in S. cerevisiae
bCat nuc transl: modulators of beta-catenin nuclear translocation, primary screen, imaging, HeLa cells, immunofluorescence, high-content; 190,000 compounds, 0.3% hits; AID 1665, 2009; nuclear translocation activity, % at 5 µM;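 active = nuclear translocation activity above 50% at 5 µM, with a well cell count of 50 or more; inconclusive = wells under 50 cells across six images, flagged as toxic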;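 note: per-cell ratio of nuclear to cytoplasmic median beta-catenin stain intensity; plate controls were DMSO negative control for no effect and GSK-3 inhibitor IX positive control for full effect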
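Test system: human HeLa cell line; Doses: 5 µM primary, 0.02–20 µM confirmation; Incubation: 24 h compound exposure, 37°C; Detection: beta-catenin immunofluorescence imaging with DAPI; Read-out: beta-catenin nuclear/cytoplasmic ratio, % activation.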
WT yeast gro inh mutant strain: further read-out of WT yeast gro inh, marked with its call; inhibition, %; mitochondrial fusion phenotypic screen, mutant strain inhibition
Dynein cargo inh cytoplasmic EGFP: further read-out of Dynein cargo inh, marked with its call; z-score; measured here: cytoplasmic GR-EGFP intensity; stronger effect = higher value
Dynein cargo inh nuclear GR-EGFP: recorded beside Dynein cargo inh, whose call it bears; z-score; measured here: nuclear GR-EGFP intensity;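 lower value marks the stronger effect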
Dynein cargo inh cell count: second read-out of Dynein cargo inh, no call of its own (marks repeat the call); z-score; measured here: cell count per field
Ins promoter up cell count: second read-out of Ins promoter up, no call of its own (marks repeat the call); cell count; measured here: cytotoxicity, nuclei count;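 total cells summed across four imaged fields per well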
Lipid droplet cells 6.5 µM: second read-out of Lipid droplet, no call of its own (marks repeat the call); cell count; measured here: cell count, cytotoxicity flag;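 cells counted across two imaged fields per well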
bCat nuc transl cell count 5 µM: also measured in bCat nuc transl; calls as there; cell count; measured here: cell count, cytotoxicity flag
MT stabilize HCS Hoechst-high %: recorded beside MT stabilize HCS, whose call it bears; % Hoechst-high responders; measured here: nuclear condensation Hoechst responders;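 share of cells brighter than vehicle mean plus two SD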
MT stabilize HCS cytotoxicity %: also measured in MT stabilize HCS; calls as there; toxicity, %; measured here: cytotoxicity by cell density;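 0% = mean cell density of plate MIN control wells and 100% = no cells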
Autophagy HCS cell loss 18 h: also measured in Autophagy HCS; calls as there; toxicity, %; measured here: cell loss, nuclei count;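 cell loss after 18 h compound exposure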
Active calls of the source: *; i = inactive; ? = inconclusive; / = not tested or not shown.

SMILES | XIAP displacement | MT stabilize HCS | MT stabilize HCS Hoechst-high % | MT stabilize HCS cytotoxicity % | Ins promoter up | Ins promoter up cell count | Autophagy HCS | Autophagy HCS cell loss 18 h | Lipid droplet | Lipid droplet cells 6.5 µM | Dynein cargo inh | Dynein cargo inh cytoplasmic EGFP | Dynein cargo inh nuclear GR-EGFP | Dynein cargo inh cell count | CSM14.1 death rescue | WT yeast gro inh | WT yeast gro inh mutant strain | bCat nuc transl | bCat nuc transl cell count 5 µM
COCCSc1nnc(NC(=O)C2CC(=O)N(c3ccc(Cl)cc3)C2)s1 (stereo not drawn) | -2.2% | 2.1 | 2.1 | 14 | -0.68 | 1334 | i | -3 | -2 | 711 | 0.63 | -0.26 | 0.47 | -0.13 | -1.8% | 0 | 13 | -1.1 | 1064
OCCCNCc1ccc(Cl)cc1Cl | -7.0% | 3.3 | 3.2 | 6.7 | 0.16 | 1514 | i | 7 | 21 | 639 | -0.16 | -0.15 | 0.4 | 0.84 | 0.2% | -7 | 7 | -0.1 | 1530
O=c1c2ccccc2[nH]c2ccccc12 | -2.4% | 1.5 | 2.3 | 2.4 | 0.55 | 1021 | i | 16 | -5 | 658 | -0.15 | -0.2 | 0.56 | 0.016 | -1.7% | 1 | 33 | -2.2 | 562
O=C1C(c2ccc(F)cc2)N(Cc2ccc3c(c2)OCO3)C(=O)CN1C1CCCCC1 (stereo not drawn) | -2.6% | 2.8 | 1.8 | 4.2 | -0.22 | 1393 | i | -4 | / | / | -0.78 | -0.19 | -0.26 | 0.57 | 1.0% | 9 | -9 | -3.6 | 871
O=C(O)CSc1nnc(C2CC2)n1-c1ccccc1 | 0.4% | 1.4 | 1.8 | 2.4 | 0.44 | 1259 | i | -1 | -7 | 726 | -0.57 | 0.39 | 0.13 | 0.17 | -2.9% | -2 | -12 | / | /
CC(C)(C)SCCNC(=O)COc1ccccc1 | -6.3% | 1.4 | 2.1 | 2.6 | 0.96 | 1273 | i | -6 | 2 | 703 | 0.065 | -0.09 | 0.14 | -0.93 | -3.2% | -5 | -10 | -1.2 | 999
COc1ccc(/C=N/NC(=O)CCc2ccccc2)cc1O | 0.6% | 4.2 | 1.7 | 2.3 | 0.2 | 1531 | i | 3 | / | / | -0.64 | 0.15 | -0.39 | 0.4 | -0.8% | 0 | -5 | -1.2 | 1388
Cc1ccc(C)c(N2N=C(C(=O)Nc3ccc(S(=O)(=O)N4CCCC4)cc3)CCC2=O)c1 | / | / | / | / | -0.72 | 1075 | / | / | 15 | 686 | -0.97 | -0.78 | -0.74 | 0.75 | / | / | / | -1.5 | 1370
CCC(C(=O)N1CCN(c2cccc(Cl)c2)CC1)c1ccccc1 (stereo not drawn) | -7.1% | 6.3 | 2.5 | 6.8 | 0.04 | 1217 | i | 6 | -35 | 631 | 3 | 0.096 | 1.9 | -2.8 | / | 26 | 4 | -0.2 | 985
O=C(CN1N=C(c2ccccc2)CCC1=O)NCCN1CCc2ccccc2C1 | -4.0% | 3.7 | 3.4 | 13 | -0.33 | 1583 | i | 32 | 0 | 650 | -0.14 | 0.017 | 0.14 | 0.14 | -0.3% | -3 | 8 | 0.5 | 1073
Cc1ccc(/C=N/n2c(-c3ccncc3)n[nH]c2=S)s1 | / | / | / | / | -0.04 | 1057 | / | / | -21 | 723 | 1.1 | -0.17 | 0.52 | -0.49 | / | / | / | -0.3 | 1232
COc1ccc(C(=O)n2nc(-c3ccc(Cl)cc3)nc2N)cc1OC | -0.5% | 4.3 | 2.9 | 4.3 | -0.64 | 1277 | i | -2 | 7 | 612 | 0.13 | -0.19 | 0.066 | 0.65 | -0.2% | -6 | -96 | / | /
CCOC(=O)C(C)Sc1nc(-c2cccs2)ccc1C#N (stereo not drawn) | -5.7% | 44* | 25* | 63* | 0.12 | 1100 | i | 10 | -14 | 722 | -0.71 | -0.29 | -0.3 | 0.054 | -0.9% | 4 | -1 | 0.7 | 1088
O=[N+]([O-])c1ccccc1S(=O)(=O)Oc1ccc(C(=S)N2CCOCC2)cc1 | -0.5% | 1.7 | 1.5 | 8.2 | -0.21 | 1358 | i | 13 | -15 | 686 | 0.042 | -0.27 | 0.04 | 0.44 | -2.4% | -19 | -33 | 0.5 | 730
CCOC(=O)NCCc1ccc(OC)cc1 | 0.6% | 1.3 | 3.2 | 10 | -0.19 | 1224 | i | 1 | 2 | 735 | 1.5 | -0.26 | 0.89 | 0.95 | 4.1% | 4 | 1 | -1.8 | 1091
COCCCNC(=O)CSC1=Nc2ccccc2C2=NC(c3ccccc3)C(=O)N12 (stereo not drawn) | -7.6% | 2.2 | 1.9 | 4.1 | 0.58 | 1209 | i | 11 | -18 | 639 | -0.68 | -0.26 | -0.41 | 0.67 | 2.4% | -13 | -12 | -0.8 | 1079
CC1=NN(C(C#N)c2ccccc2)C(c2ccccc2)C1 (stereo not drawn) | / | / | / | / | -0.62 | 933 | / | / | -1 | 661 | -0.12 | -0.19 | -0.041 | 1 | / | / | / | -1.7 | 1404
CCC(C)(C)n1nnnc1C(c1ccc2ncccc2c1)N1CCN(c2nc3ccccc3s2)CC1 (stereo not drawn) | -3.8% | 4.5 | 1.9 | 6.1 | 0.1 | 1850 | i | 29 | 4 | 663 | -0.81 | -0.21 | -0.62 | 0.88 | -2.1% | 47 | 26 | -1.3 | 1006
CCC(C(=O)O)n1c(C(F)(F)F)nc2ccccc21 (stereo not drawn) | -0.8% | 2.6 | 1.2 | 53 | -0.36 | 1230 | i | 1 | -9 | 636 | -0.6 | -0.28 | -0.053 | 0.13 | / | -6 | 6 | / | /
NC(=O)c1ccc(-n2nnnc2SCC(=O)Nc2ccc(N3CCOCC3)c(Cl)c2)cc1 | -0.2% | 2.8 | 1.7 | 3.1 | 0.1 | 1284 | i | -1 | -24 | 658 | 1.2 | -0.27 | 0.44 | 0.97 | / | 1 | 4 | / | /
CCOCc1cn(CC(=O)c2ccc(Cl)cc2)c(C)nc1=N | -5.3% | 2.6 | 2.2 | 6.4 | -1.1 | 879 | i | 5 | 0 | 720 | 0.19 | -0.12 | 0.068 | 0.27 | -1.4% | 3 | -7 | 2.8 | 1028
CCOC(=O)C(N)CSC1CC(=O)N(c2ccc(C(=O)OC)cc2)C1=O (stereo not drawn) | -1.4% | 2.1 | 1.6 | 5.9 | -0.76 | 1383 | i | -13 | / | / | -0.087 | 0.05 | 0.19 | -0.21 | 0.8% | -11 | -13 | -3.9 | 1004
Nn1c(-c2cccc(Br)c2)n[nH]c1=S | 2.1% | 10 | 1.4 | 9.2 | 0.05 | 1438 | i | -8 | / | / | -0.57 | -0.19 | -0.2 | -0.065 | -1.7% | 6 | -49 | 1.8 | 1077
CN(C)/C=N/c1c(C#N)cnn1-c1ccc(C(F)(F)F)cn1 | -8.0% | 1.7 | 1.5 | 12 | 0.08 | 1230 | i | 37 | 2 | 752 | -1.1 | -0.18 | -0.32 | 0.55 | 1.1% | -1 | 3 | -6.1 | 1220
CCOC(=O)C(C)Oc1cccc2c(=O)n(CC(=O)NCc3ccco3)ccc12 (stereo not drawn) | 3.4% | 10 | 56 | 44 | -0.54 | 646 | / | / | ? | / | -1.5 | -0.034 | -0.57 | -0.099 | 0.2% | -2 | -5 | 73* | 301*
CC(=O)Nc1cccc(NC(=O)Nc2cccc(Cl)c2C)c1 | -2.6% | 1.8 | 1.5 | 6.3 | -0.29 | 1478 | i | -8 | 15 | 738 | 0.17 | -0.33 | -0.52 | 0.47 | -1.1% | 2 | -24 | 1.4 | 1488
COc1ccccc1N1CCN(c2ccc(-c3ccccc3)nn2)CC1 | -2.0% | 12 | 51 | 56 | 0.54 | 1162 | i | 48 | -1 | 772 | -0.62 | -0.076 | 0.13 | -0.083 | -4.9% | 51 | 46 | / | /
CCN(CCn1cccn1)Cc1cn[nH]c1-c1ccc(-c2ccccc2)cc1 | 0.1% | 0.7 | 0.3 | 1.9 | 0.01 | 1520 | i | 4 | -12 | 709 | 1.9 | -0.059 | 1.6 | -1.2 | 1.0% | 32 | -5 | 0.9 | 1108
Cc1cc([N+](=O)[O-])ccc1N(C)C | -2.7% | 1.8 | 1.6 | 4.3 | 1.1 | 1340 | i | -5 | 8 | 727 | 0.77 | -0.18 | 0.0048 | -0.39 | 2.8% | 0 | -13 | -2.6 | 585

3 compounds from above, arranged by their value in XIAP displacement, low to high.
| smiles | XIAP displacement |
| --- | --- |
| CCOC(=O)C(C)Sc1nc(-c2cccs2)ccc1C#N (stereo not drawn) | -5.7% |
| CCOCc1cn(CC(=O)c2ccc(Cl)cc2)c(C)nc1=N | -5.3% |
| COCCSc1nnc(NC(=O)C2CC(=O)N(c3ccc(Cl)cc3)C2)s1 (stereo not drawn) | -2.2% |
